ADAM10 inh: human ADAM10 inhibitors, primary screen, biochemical, QFRET, HTS | AID 720582, 2013 | recombinant ADAM10, EDANS/DABCYL FRET peptide cleavage, 3 h | inhibition, % at 7 µM | 0.62% of 370,000 active;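 active = inhibition above a per-campaign cutoff equal to the mean of compounds falling between control-based bounds plus 3 SD, cut at about 20% in these data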;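 also: 0% = DMSO wells while the 100% control is not disclosed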
Target sequence (O14672 214-748 limits assumed): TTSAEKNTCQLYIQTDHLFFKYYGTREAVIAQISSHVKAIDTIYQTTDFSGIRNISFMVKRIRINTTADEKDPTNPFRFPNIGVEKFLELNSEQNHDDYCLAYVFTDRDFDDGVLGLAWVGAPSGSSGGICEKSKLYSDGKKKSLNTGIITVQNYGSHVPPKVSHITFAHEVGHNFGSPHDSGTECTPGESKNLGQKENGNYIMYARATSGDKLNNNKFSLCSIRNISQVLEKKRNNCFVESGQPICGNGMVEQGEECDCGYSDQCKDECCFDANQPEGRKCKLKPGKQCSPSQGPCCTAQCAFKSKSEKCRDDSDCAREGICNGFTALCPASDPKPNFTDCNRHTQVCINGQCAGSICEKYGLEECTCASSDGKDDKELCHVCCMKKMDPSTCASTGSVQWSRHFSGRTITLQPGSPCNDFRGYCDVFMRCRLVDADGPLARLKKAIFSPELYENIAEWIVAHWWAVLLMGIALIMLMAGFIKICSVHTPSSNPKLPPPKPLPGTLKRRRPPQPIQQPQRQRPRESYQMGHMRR
ssDAF12 agonist: S. stercoralis DAF-12 nuclear receptor activators, primary screen, cell-based, luminescence, HEK293, GRIP1 co-expression, lit1-tk-luc. AID 652126, 2013. activation, % at 6.8 µM. Nuclear hormone receptor DAF-12 (Strongyloides stercoralis). 1% of 370,000 active. HEK293 ssDAF-12/GRIP1 lit1-tk-luc reporter; % of 3 µM dafachronic acid response;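 active = activation above the mean over all tested compounds plus 3 SD, cut at about 0.9% in these data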;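 also: 0% = DMSO-only wells and 100% = 3 µM delta7-dafachronic acid wells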
DAX1 inh-1: DAX1 (NR0B1) inhibitors on StAR promoter, primary screen, cell-based, luminescence, SF-1 (NR5A1), full-length DAX-1; inhibition, % at 6.8 µM; HEK293T StAR-luciferase reporter, SF-1/DAX-1 repression relief; AID 652010, 2013; 1.1% of 370,000 active;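 active = inhibition above the mean over all tested compounds plus 3 SD, cut at about 3.6% in these data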;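 also: 0% = DAX-1 cells with DMSO and 100% = cells lacking DAX-1 with DMSO; higher inhibition means more luminescence from relief of DAX-1 repression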
hgDAF-12 ag: H. glycines DAF-12 receptor agonists, primary screen, cell-based, luminescence, HEK293, GAL4 fusion, UAS-luciferase; AID 687014, 2013; Nuclear hormone receptor DAF-12 (Heterodera glycines), GAL4 fusion; HEK293 GAL4-hgDAF12 UAS-luciferase reporter, agonist luminescence; normalized to butyrate control; 1.8% of 370,000 active; activation, % at 6.8 µM;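 active = activation above a cutoff set at the mean of all screened compounds plus 3 SD, cut at about 10% in these data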;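 also: 0% = DMSO wells and 100% = sodium butyrate wells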
GC-A act: GC-A stimulated cGMP production enhancers – HEK293 GC-A cells, cGMP TR-FRET, EC30 ANP, primary screen. Atrial natriuretic peptide receptor 1 (Homo sapiens), P16066. 0% at EC30 ANP, 100% saturating ANP. activation, % at 10 µM. 0.14% of 370,000 active; in the data active = activation above about 40%
DAX1 inh-2: DAX1 (NR0B1) inhibitors, primary screen, cell-based, HEK293, Gal4-DAX1, luciferase luminescence; HEK293 Gal4-DAX1 luciferase reporter; 0.99% of 340,000 active; inhibition, % at 6.75 µM; AID 504766, 2011; Nuclear receptor subfamily 0 group B member 1 (Homo sapiens), P51843;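 active = inhibition above the mean over all tested compounds plus 3 SD, cut at about 4.2% in these data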;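 also: 0% = DAX1-transfected cells with DMSO and 100% = empty-vector control cells with DMSO; inhibition shows as a rise in luminescence from relieved DAX1 repression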
Target sequence (P51843 207-470 limits assumed): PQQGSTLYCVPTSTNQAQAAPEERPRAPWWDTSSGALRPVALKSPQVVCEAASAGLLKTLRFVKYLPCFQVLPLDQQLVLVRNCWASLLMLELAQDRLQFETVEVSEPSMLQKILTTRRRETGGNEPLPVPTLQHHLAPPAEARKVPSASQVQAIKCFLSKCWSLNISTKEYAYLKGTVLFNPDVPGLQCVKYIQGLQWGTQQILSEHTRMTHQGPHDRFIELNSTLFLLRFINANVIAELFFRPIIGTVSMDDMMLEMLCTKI
hcDAF-12 act: H. contortus DAF-12 nuclear receptor activators, primary screen, cell-based, luminescence, HEK293, lit1-tk-luc reporter | HEK293 hcDAF-12 lit1-tk-luc reporter; 0% DMSO, 100% Δ7-dafachronic acid | activation, % at 6.8 µM | 1.4% of 370,000 active;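 active = activation above the mean of all tested compounds plus 3 SD, cut at about 5.5% in these data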;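 also: 100% = response to 3 µM Δ7-dafachronic acid high control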
SMARCA2 activ: SMARCA2 (BRM) function activators, primary screen, cell-based, luminescence, high throughput; 1% of 370,000 active; MG213 cells, MMTV-luciferase reporter, dexamethasone, overnight; activation, % at 9.1 µM; in the data active = activation above about 7.8%;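 also: 0% = vehicle wells and 100% = reference activator wells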
GAA850 FXN act: FXN promoter activators, primary screen, cell-based, luciferase luminescence, HEK293 lucGAA850 | HEK293 lucGAA850 FXN promoter luciferase reporter, 24 h; percent of 10 µM SAHA response | activation, % at 6 µM | 0.56% of 360,000 active;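 active = activation above the average of all compounds screened plus 3 SD, cutoff fixed separately per campaign, cut at about 7.5% in these data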;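 also: 0% = DMSO wells and 100% = 10 µM SAHA wells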
sPLA2-III inh: human group III sPLA2 inhibitors, primary screen, biochemical, QFRET, BODIPY PC-A2 liposome substrate. Group 3 secretory phospholipase A2 (Homo sapiens), Q9NZ20. 0.56% of 370,000 active. inhibition, % at 12.2 µM. QFRET BODIPY PC-A2 liposome hydrolysis, fluorescence;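 active = inhibition above mean plus 3 SD of compounds lying within the high and low control bounds, cut at about 19% in these data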;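 also: 0% = median of test compound wells and 100% = no enzyme DMSO wells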
NPR2 activator: human GC-B receptor activators, primary screen, HEK293 GC-B cells, cGMP TR-FRET, EC30 CNP. 0.11% of 370,000 active. activation, % at 10 µM. Atrial natriuretic peptide receptor 2 (Homo sapiens), P20594. 0% at EC30 CNP, 100% saturating CNP. AID 1920062, 2024;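 active = activation at 10 µM reaching about 35% in either raw or pattern-adjusted values, limit read from the data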
The depositor's hits bear a star; / = no result given.

SMILES	ADAM10 inh	ssDAF12 agonist	DAX1 inh-1	hgDAF-12 ag	GC-A act	DAX1 inh-2	hcDAF-12 act	SMARCA2 activ	GAA850 FXN act	sPLA2-III inh	NPR2 activator
Cc1cc(-c2cc(NC(=O)Cc3c[nH]c4ccccc34)ccc2N(C)c2cccnc2)ccc1F	-6	0.2	-0.3	-0.8	1	/	-0.7	1	/	3	-7
COc1ccc(NC(=O)N2CCc3ccccc3C2)cc1	-2	-0.1	3.6	6.1	4	1.8	2.6	2	6.9	-1	0
COc1cc(CCN(C(=O)c2cc3ccccc3[nH]2)C(c2ccccn2)c2nc3ccccc3[nH]2)cc(OC)c1 (stereo unspecified)	-31	1.1*	0.0	-0.2	2	/	4.1	3	/	-3	4
O=C(Nc1ccccc1Cl)Nc1ccccc1Cl	7	-1.1	-0.2	2.5	1	-0.9	2.2	-3	4.7	4	-4
CCCN1CCN(C(=O)C2CCN(c3nnc(C)c4c(C)n(-c5ccc(C)cc5)nc34)CC2)CC1	-93	-1.5	1.1	0.7	-1	0.5	2.8	0	2.4	-13	1
COc1ccc(S(=O)(=O)N2Cc3ccccc3CC2C(=O)N2CCOCC2)cc1OC (stereo unspecified)	0	-1.5	0.5	-1.1	-3	2.7	-0.1	-4	-0.2	3	-1
CC(=O)N1C(=O)N(C(C)=O)C2C1N(C(C)=O)C(=O)N2C(C)=O (stereo unspecified)	4	-1.9	-0.3	-1.5	-2	1.5	3.5	5	2.5	6	4
COc1cccc(NC(=S)N(C)C2CCN(C)CC2)c1	-2	-0.5	-0.2	0.6	4	0.4	0.5	-1	-1.2	-1	3
CCOc1cc(/C=N\NC(=O)CN2CCOCC2)ccc1OCc1ccc(F)cc1	-10	-1.4	-0.5	-1.7	3	-0.8	3.4	1	-2.5	2	4
COc1cccc(-c2c(C(=O)N/N=C/c3cccnc3)nnn2-c2nonc2N)c1	-5	-1.1	-0.4	2.3	-2	0.5	-0.3	-1	1.6	-7	2
Cc1cccc(OCc2nnc3n2CCCCC3)c1	-4	-1.1	0.1	1.4	3	-0.4	-0.8	-1	2.1	5	1
O=C(Nc1c(F)cc(F)cc1Br)c1cc(-c2ccco2)on1	0	-1.1	0.8	1.2	-1	0.1	0.0	-2	1.1	3	0
Cc1ccc(S(=O)(=O)Nc2c3ccccc3nc(=O)n2-c2ccccc2)cc1	-50	-1.5	-0.4	-1.4	-4	-1.1	-1.8	0	0.9	-9	-1
COc1ccc(N2CCN(C(=O)CCCn3c(=O)[nH]c4ccsc4c3=O)CC2)cc1	-5	-0.3	1.0	-2.4	-4	-1.2	-1.6	-1	-1.7	2	6
COc1ccc(C(=O)c2coc3ccc(O)cc23)cc1	-3	0.8	2.7	16*	3	2.4	5.0	2	0.8	-23	7
CC(C)(C)NC(=O)c1ccccc1NC(=O)C1CCCO1 (stereo unspecified)	2	-1.4	-0.3	-0.2	-1	2.4	-1.5	2	0.4	0	0
COC(=O)C1=C(C)N(C)C(=O)NC1c1cc2c(cc1Br)OCO2 (stereo unspecified)	5	-1.4	-0.1	-0.6	-10	-2.2	-3.9	-2	0.0	-1	-6
C=CCNS(=O)(=O)c1ccc(OCC(=O)OC)cc1	-5	-0.7	1.4	0.3	-1	1.2	1.6	-4	0.1	24*	2
FC(F)(F)c1ccccc1/C=N/n1c(C2CCCCC2)n[nH]c1=S	3	-0.2	-0.2	0.3	-1	0.2	-1.0	-3	0.9	-12	0
CCOc1ccc(CCNC(=O)COC(=O)/C=C/c2ccc(OC)c(OC)c2)cc1OCC	-57	-0.8	-0.3	1.4	-1	1.5	-2.0	3	0.5	1	-5
O=C(NC(=S)NCCSc1ccccc1)c1cccnc1	2	-1.5	1.0	0.5	6	1.8	0.6	0	1.6	2	4
CCOC(=O)C1CCCN(C(=O)c2ccc(Cn3c(=S)[nH]c4cc(C(=O)OC)ccc4c3=O)cc2)C1 (stereo unspecified)	-9	-1.9	0.1	-0.7	2	0.6	-0.7	-3	-0.8	2	1
Cc1ccc(-c2nc3ccccc3c(=O)n2CCCn2ccnc2)cc1	-14	-1.7	-0.4	1.2	-1	0.7	-1.4	-3	0.1	-6	0
CCOc1ccc(-c2ccc(/C=C3/C(=N)N4C=CSC4=NC3=O)o2)c([N+](=O)[O-])c1	-19	-1.3	-0.1	0.1	2	-0.4	1.1	-1	-0.3	-2	1
C/C(=N\NC(=S)NC1CCCCC1)c1ccc(OC(F)F)cc1OC(F)F	6	-3.0	-2.8	-0.2	-3	-0.8	-3.0	-6	-1.1	13	8
CCOC(=O)c1ccc(NC(=S)N2CCN(CCNC3=CC(=O)CC(C)(C)C3)CC2)cc1	-4	-1.0	0.2	-2.7	0	0.3	-0.8	-3	2.4	3	8
COc1ccc(NC(=O)c2ccc(-n3cccn3)nc2)c(OC)c1	3	-1.0	1.7	-1.1	1	0.7	-0.6	3	-2.9	1	-3
CN(CCc1ccccn1)C(=S)Nc1cccc(S(=O)(=O)N(C)C)c1	-3	-0.9	-0.3	-1.7	-1	0.5	-2.2	-2	0.8	4	2
COc1ccc(-n2c(=O)c3c4c(sc3n3cnnc23)CC(C)CC4)cc1 (stereo unspecified)	4	-1.1	-0.8	0.8	11	0.1	-0.2	3	1.9	5	-6
CC(=O)N1CCC2(CC1)C/C(=N\NC(=S)Nc1ccc(C)cc1)c1cc(O)ccc1O2	-83	-1.4	0.1	-1.6	1	0.0	-2.5	0	-2.5	5	1
CC(C)N1CC(C(=O)Nc2nc3ccccc3s2)CC1=O (stereo unspecified)	0	-1.2	-0.4	0.3	24	-0.9	1.1	5	0.9	1	2
C[C@@H]1CN([C@H](C)CO)C(=O)CCCn2cc(nn2)CO[C@H]1CN(C)S(=O)(=O)c1cn(C)cn1	6	-0.2	0.6	-0.1	4	/	0.7	3	/	6	2
COc1cccc(-n2c(SCC(=O)NCc3cccs3)nc3ccccc3c2=O)c1	2	-1.1	-1.1	1.6	-2	1.6	-1.9	1	2.0	-3	3
CN(C(=O)CSc1n[nH]c(=O)[nH]c1=O)c1ccccc1	-12	-1.2	2.9	-0.3	3	-0.1	1.7	-1	0.8	15	1
O=S(=O)(Nc1ccc(O)c2ccccc12)c1ccc(OC(F)(F)F)cc1	-30	0.7	-1.3	-1.9	0	/	3.0	-3	0.1	-3	2
C[C@H]1CN([C@@H](C)CO)C(=O)CCCn2nncc2CO[C@@H]1CN(C)Cc1cccc(C(F)(F)F)c1	-8	-0.8	0.7	1.1	-2	-1.2	-1.5	-5	2.4	7	5
Cc1ccc(NC(=O)CS(=O)CC(=O)NCC2CCCO2)cc1 (stereo unspecified)	3	0.7	-0.3	-1.7	6	1.5	-0.2	1	-2.0	2	2
COCCn1c(-c2ccc(Cl)cc2)nc2c(c(=O)c3ccccc3n2C)c1=O	-6	-0.9	0.4	-0.7	8	/	-2.6	-2	/	10	5
Cn1ncc(N=Cc2ccccc2)c1C(N)=O	0	-1.1	-0.1	-1.1	-2	0.4	-0.9	1	-0.6	5	-7
COc1ccccc1-c1noc(-c2ccccc2C(=O)NCC2CCCO2)n1 (stereo unspecified)	-1	-0.5	-0.4	-1.3	3	0.1	3.3	-1	0.1	-3	3
CN1C(=O)CC(c2cn(Cc3ccccc3)c3ccccc23)C1=O (stereo unspecified)	4	0.0	0.4	-2.1	5	-1.1	4.4	0	1.8	-6	6
Cc1cccc(NS(=O)(=O)c2csc(C(N)=O)c2)c1	2	-1.1	-0.7	-2.0	0	1.3	-2.3	-2	0.8	-4	0
Cc1cccc(C)c1N(Cc1ccccc1F)S(C)(=O)=O	-2	-1.7	-0.7	-0.3	2	/	-1.6	-4	1.2	2	3
COCC(C)n1c(SCC(=O)Nc2cc(C)on2)nc2ccccc2c1=O (stereo unspecified)	-1	-1.0	-0.2	-1.3	2	-0.4	-1.3	-3	-2.8	9	-1
CC(C)Oc1ccc(C(CC(=O)O)n2cnnn2)cc1 (stereo unspecified)	-4	-1.2	-0.1	-0.6	-1	/	-0.5	-3	3.0	0	0
CCCCN(C)C(=O)Cn1c(=O)oc2cc(S(=O)(=O)N3CC(C)CC(C)C3)ccc21 (stereo unspecified)	-7	-1.7	0.2	-2.5	2	5.7*	-1.3	-3	1.2	-1	0
COCCNC(=S)N(Cc1cc2cc(C)ccc2n2nnnc12)C1CCCC1	2	-1.2	0.7	1.3	-5	-0.2	0.1	-4	-0.4	11	-3
NS(=O)(=O)c1ccc(CNC(=O)/C=C/c2ccco2)cc1	-7	-0.3	0.6	0.3	1	1.9	-0.6	3	1.9	-7	-1
Cc1ccc(CNC(=O)Cc2noc3ccccc23)cc1	-3	0.1	9.5*	11*	-1	-0.1	3.4	2	4.1	-2	2
C=CCN(Cc1cccc(OC)c1OC)S(=O)(=O)N(C)C	7	-0.9	0.1	1.1	-2	0.8	-1.1	4	-1.4	1	3
O=C(CCc1ccc(S(=O)(=O)N2CCOCC2)cc1)Nc1nccs1	3	-0.5	0.0	-0.1	-4	1.2	-0.1	-1	2.1	-5	1
O=C(COC(=O)c1c(Cl)cccc1Cl)Nc1cc(Cl)ccc1Oc1ccccc1	6	-0.9	-0.3	0.0	1	-0.3	0.4	-4	2.4	3	-10
CC(=O)N1CCN(c2ccc(NC(=O)c3ccc4c(c3)OCCO4)cc2Cl)CC1	-3	-2.0	-0.5	-1.3	1	-1.3	-0.6	-2	2.8	3	-1

Some of the entries so far, as a markdown table.
| SMILES | ADAM10 inh | ssDAF12 agonist | DAX1 inh-1 | hgDAF-12 ag | GC-A act | DAX1 inh-2 | hcDAF-12 act | SMARCA2 activ | GAA850 FXN act | sPLA2-III inh | NPR2 activator |
| --- | --- | --- | --- | --- | --- | --- | --- | --- | --- | --- | --- |
| NS(=O)(=O)c1ccc(CNC(=O)/C=C/c2ccco2)cc1 | -7 | -0.3 | 0.6 | 0.3 | 1 | 1.9 | -0.6 | 3 | 1.9 | -7 | -1 |
| Cc1ccc(CNC(=O)Cc2noc3ccccc23)cc1 | -3 | 0.1 | 9.5* | 11* | -1 | -0.1 | 3.4 | 2 | 4.1 | -2 | 2 |
| C=CCN(Cc1cccc(OC)c1OC)S(=O)(=O)N(C)C | 7 | -0.9 | 0.1 | 1.1 | -2 | 0.8 | -1.1 | 4 | -1.4 | 1 | 3 |

This is a random part of the collection; any-hit rate near 6.6%.
